# Source: PubChem
# hK5 inh: kallikrein 5 (human) inhibition; recombinant hK5, fluorogenic AMC substrate cleavage; inhibition, % at 5 µM; Q9Y337; AID 873; 210,000 compounds, 0.59% hits;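 active = inhibition of 40% or more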;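 also: 0% = enzyme controls without compound and 100% = no-enzyme blanks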
# Target sequence (Q9Y337 67-293 limits assumed): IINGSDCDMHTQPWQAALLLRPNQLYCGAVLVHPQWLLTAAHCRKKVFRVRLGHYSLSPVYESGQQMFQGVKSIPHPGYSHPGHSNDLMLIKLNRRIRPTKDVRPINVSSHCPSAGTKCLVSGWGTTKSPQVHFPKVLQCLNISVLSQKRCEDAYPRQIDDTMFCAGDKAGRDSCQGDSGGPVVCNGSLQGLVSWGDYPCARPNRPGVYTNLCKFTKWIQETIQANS
# FXIIa inh 1536: factor XIIa (human) inhibition; P00748; purified FXIIa, Boc-QGR-AMC fluorogenic substrate, 2 h; inhibition, % at 5 µM; 220,000 compounds, 0.3% hits; in the data active = inhibition above about 40%;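 also: 0% = enzyme with no compound and 100% = blank without enzyme; many of its hits are not listed in these tables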
# Hck Nef HTS: inhibitors of human Hck kinase activated by Nef | inhibition, % at 20 µM | AID 463187 | 220,000 compounds, 0.68% hits | P08631 | Recombinant Hck-YEEI plus Nef, Z-Lyte FRET kinase assay;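 active = Hck-Nef kinase inhibition above about 50%, limit read from the data; inactive = inhibition below that limit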;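 also: 0% = DMSO with Hck plus Nef and 100% = Hck alone without Nef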
# Target sequence (P08631 whole entry, looked up): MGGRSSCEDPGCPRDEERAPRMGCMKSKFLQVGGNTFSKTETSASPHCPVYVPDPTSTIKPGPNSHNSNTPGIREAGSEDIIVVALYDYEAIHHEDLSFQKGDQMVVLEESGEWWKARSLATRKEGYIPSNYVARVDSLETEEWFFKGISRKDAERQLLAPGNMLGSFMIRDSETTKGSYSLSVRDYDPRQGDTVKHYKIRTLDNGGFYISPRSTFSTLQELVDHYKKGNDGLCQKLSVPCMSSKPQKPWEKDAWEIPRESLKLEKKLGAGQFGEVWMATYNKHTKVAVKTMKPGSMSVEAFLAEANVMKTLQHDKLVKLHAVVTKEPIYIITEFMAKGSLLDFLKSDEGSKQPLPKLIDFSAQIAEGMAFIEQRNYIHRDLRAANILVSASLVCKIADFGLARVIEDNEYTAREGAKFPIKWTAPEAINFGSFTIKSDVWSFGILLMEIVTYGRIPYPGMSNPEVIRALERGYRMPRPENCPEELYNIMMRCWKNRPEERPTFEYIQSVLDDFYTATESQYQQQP
# FXIa inh 1536: factor XIa (human) inhibition; purified FXIa, Boc-Glu-Ala-Arg-AMC fluorogenic substrate; inhibition, % at 5 µM; 220,000 compounds, 0.14% hits; AID 798;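 active = inhibition of at least 40%; inactive = inhibition below 40%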;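 also: fluorescence of freed AMC excited at 355 nm; 0% = enzyme without compound and 100% = no enzyme blank; many of its hits are not listed in these tables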
# zVAD death inh: L929 zVAD cell death inhibition | L929 zVAD necroptosis rescue, ATP luminescence, 24 h; with zVAD 60 µM | viability rescue, % at 10 µM | 220,000 compounds, 0.38% hits | AID 1377;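 active = activation, scaled between plate controls, above about 75%, limit read from the data; inactive = activation under that limit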;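 also: 0% = zVAD with DMSO and 100% = DMSO alone without zVAD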
# TNF death inh: blocks TNF-alpha induced death of Jurkat FADD-/- cells; Jurkat FADD-/- TNF necroptosis rescue, ATP luminescence, 24 h; 0 = TNF only, 100 = no-TNF cells; activation (protection from cell death), % at 10 µM; 220,000 compounds, 0.068% hits;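 active = activation, meaning protection from cell death, of at least 50% relative to plate controls; inactive = activation below 50%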;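 also: necroptosis triggered by 40 ng/mL TNF-alpha added together with compound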
# Rad51 HR inh: Rad51 (human) homologous recombination inhibition; AID 1385; Q06609; 200,000 compounds, 0.085% hits; hRad51 DNA strand exchange, fluorescence dequenching; inhibition, % at 10 µM;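 active = inhibition above 40% at the single screening dose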;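 also: 0% = DMSO control wells and 100% = blanks with heterologous ssDNA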
# Target sequence (Q06609 whole entry, looked up): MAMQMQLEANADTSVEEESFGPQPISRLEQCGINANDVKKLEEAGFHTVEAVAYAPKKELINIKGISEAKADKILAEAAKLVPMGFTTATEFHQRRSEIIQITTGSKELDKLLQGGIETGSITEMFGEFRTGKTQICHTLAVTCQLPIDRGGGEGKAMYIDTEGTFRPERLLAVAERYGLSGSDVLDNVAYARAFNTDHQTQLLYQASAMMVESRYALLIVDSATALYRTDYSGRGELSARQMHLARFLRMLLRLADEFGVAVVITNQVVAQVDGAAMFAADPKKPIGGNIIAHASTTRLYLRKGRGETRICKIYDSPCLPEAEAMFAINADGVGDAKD
#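 Material: Human Rad51 nucleoprotein filaments preassembled on unlabelled ssDNA | Also added: Labelled 47-mer dsDNA for strand exchange | Dosing: Single dose, 10 µM final compound | Schedule: 30-min compound preincubation and 15-min exchange, both room temperature | Technique: Fluorescence dequenching at 485/520 nm | Measure: Percent inhibition relative to plate controls and blanks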
# thrombin 1536: inhibitors of human thrombin; P00734; alpha-thrombin, Boc-VPR-AMC fluorogenic substrate cleavage; inhibition, % at 5 µM; 220,000 compounds, 0.26% hits; AID 1046;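 active = inhibition at or above 40%; inactive = inhibition below 40%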;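 also: 0% = enzyme with no compound and 100% = wells without enzyme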
#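 System: human alpha-thrombin protein; Compound dosing: one concentration per compound, 5 µM, with 0.2% DMSO; Timing: reaction at room temperature; Technique: AMC fluorescence, 355/460 nm; Controls: enzyme without compound as high, wells lacking enzyme as low.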
# Cl transport mod: KCC2 (human) Cl- transport modulation; Q9H2X9; KCC2 cells, thallium flux FluoZin-2 fluorescence; B-score of Tl+ flux slope (higher = more flux/activation; lower = inhibition) at 10 µM; 190,000 compounds, 2.2% hits; AID 1456;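 active = thallium flux slope and its plate-corrected score both differing from the plate sample mean at a set confidence after two filtering rounds, in either direction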;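 also: slope of fluorescence scaled to starting intensity during 10 to 20 s after thallium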
# Numbers without * were called inactive; i = inactive; / = not tested or not shown. The list is partial; the hit share may differ from the screen's.
Structure	hK5 inh	FXIIa inh 1536	Hck Nef HTS	FXIa inh 1536	zVAD death inh	TNF death inh	Rad51 HR inh	thrombin 1536	Cl transport mod
CC[C@@H](C)[C@H](NC(=O)OC(C)(C)C)c1nnc(S(=O)(=O)Cc2cc(C)ccc2C)o1	3	-4	-3	9	7.0	-18	-5	14	-6.4*
C=CCN(C(=O)CNC(=O)c1ccco1)C(C(=O)NC1CCCCC1)c1ccc(OC)cc1 (stereo not drawn)	-10	10	0	5	-0.4	-1.8	3	6	/
Cc1ccc(-c2c[n+](CC(=O)Nc3c(C)cccc3C)c3n2CCC3)cc1	0	5	11	1	1.5	1.1	15	-1	1.4
CN(C)/C=N/C(=S)Nc1ccc(Br)cc1F	-14	13	2	7	0.5	-0.7	-1	2	-0.6
CC(Nc1ccc(Cl)c(Cl)c1)C(=O)NN (stereo not drawn)	-4	-2	9	-5	0.8	4.2	20	-5	-0.016
COC(Cn1c(C)c(C(C)=O)c(C(C)=O)c1C)OC	1	48*	1	24	0.2	-1.4	/	2	1.2
CNc1ccc(SC#N)cc1	3	8	33	6	0.3	-3.0	/	2	/
COc1ccc(NC(=O)C(Cc2ccccc2)n2cccc2)cc1OC (stereo not drawn)	5	10	12	5	0.9	0.2	20	4	0.6
CCOC(=O)N1CCC(NC(=O)C2=CCN(S(=O)(=O)c3ccc(F)cc3)CC2)CC1	-4	4	17	-6	-0.3	0.4	8	-8	0.22
O=C(O)CC1=C(Nc2ccccc2)C(=O)N(c2ccccc2)C1c1ccc(F)cc1 (stereo not drawn)	-12	19	1	7	0.1	-2.7	10	0	i
NC(=O)C[n+]1cccc(C(N)=O)c1	-5	1	17	-5	1.2	0.7	14	-16	1.2
C#CC[N+](C)(C)CCCCCCCCCCCC	-10	4	1	-10	-0.4	-7.2	1	-11	-0.51
CCOc1cc(C(=O)NC(C)Cc2cccs2)cc(OCC)c1OCC (stereo not drawn)	1	/	-2	-1	10	-0.1	-2	-5	-0.19
CCCCc1nc2sc3c(=O)n(N)cnc3c2c2c1CCCC2	-3	11	3	2	0.9	-0.4	-11	-6	1
Cc1cc(C(F)F)n2nc(C(=O)Nc3sc4c(c3C#N)CCC4)nc2n1	-8	6	5	3	0.6	1.8	19	-5	0.025
Cc1ccc(C=NCc2ccncc2)c(O)c1	-15	2	-5	-5	0.6	1.4	-5	-6	-0.096
O=C(Nc1ccccn1)c1ccc(=O)[nH]n1	-35	5	2	-7	0.4	-1.2	-4	-7	-0.28
O=C(CCC(=O)Nc1ccccc1Cl)NNC(=O)c1ccccc1[N+](=O)[O-]	-10	-1	18	-13	3.6	0.3	4	-1	-0.66
COC(=O)Cc1c(C)c2ccc(OC(=O)c3ccco3)cc2oc1=O	-488	1	102*	-2	-1.0	-1.1	3	-3	-0.36
CCOC(=O)c1ccc(N=C2S/C(=C\c3cc(C)n(-c4cccnc4)c3C)C(=O)N2C)cc1	-2	10	-20	3	0.4	0.2	2	-2	1.1
COc1cc(C(=O)N(C)c2nnc(-c3cccnc3)s2)cc(OC)c1OC	5	11	3	7	-0.3	-1.9	4	-1	-1.4
O=C(O)c1cccc(-n2cccc2/C=C\[N+](=O)[O-])c1	-7	11	32	1	0.4	-0.1	/	-1	/
O=C(NC(=S)N1CCCCC1)c1csc([N+](=O)[O-])c1	10	9	5	9	-1.1	1.5	9	0	24*
Cc1ccc(C(=O)NNC(=O)C2CCN(Cc3ccc(Cl)c(Cl)c3)CC2)cc1	3	-9	2	2	-0.1	-3.5	-3	-16	1.3
C#CCn1c(=NC(=O)c2cc(Cl)sc2Cl)sc2cc(S(N)(=O)=O)ccc21	-2	12	19	7	-0.9	0.1	-1	15	-0.78

# Compound profiles, as listed above. Values in the order: hK5 inh | FXIIa inh 1536 | Hck Nef HTS | FXIa inh 1536 | zVAD death inh | TNF death inh | Rad51 HR inh | thrombin 1536 | Cl transport mod
# CCOc1cc(C(=O)NC(C)Cc2cccs2)cc(OCC)c1OCC (stereo not drawn) reads 1 | / | -2 | -1 | 10 | -0.1 | -2 | -5 | -0.19
# CN(C)/C=N/C(=S)Nc1ccc(Br)cc1F reads -14 | 13 | 2 | 7 | 0.5 | -0.7 | -1 | 2 | -0.6
# C#CCn1c(=NC(=O)c2cc(Cl)sc2Cl)sc2cc(S(N)(=O)=O)ccc21 reads -2 | 12 | 19 | 7 | -0.9 | 0.1 | -1 | 15 | -0.78

# Next section:
Structure	hK5 inh	FXIIa inh 1536	Hck Nef HTS	FXIa inh 1536	zVAD death inh	TNF death inh	Rad51 HR inh	thrombin 1536	Cl transport mod
COc1cc(/C=C2\SC(=O)NC2=O)ccc1Oc1ccc([N+](=O)[O-])cc1[N+](=O)[O-]	-2	4	2	0	0.4	2.0	-5	-1	-4.2*
Oc1ccc(N=Nc2nccs2)c(O)c1	-22	10	11	3	1.7	-13	9	-2	0.82
CCOC(=O)C1CCN(C(=O)CCNC(=O)c2cc(OC)c(OC)c(OC)c2)CC1	6	13	-3	11	0.8	-0.3	-1	1	-0.029
Cc1[nH]n(CCC#N)c(=O)c1CC(=O)N1CCN(c2ccccc2)CC1	-25	26	3	14	-0.4	-2.2	-4	-1	0.58
c1ccc(Nc2nnc(-c3cccc4ccccc34)o2)cc1	-12	0	2	-1	2.4	0.1	-1	-13	-0.19
CCn1c2c(c(=N)c3c1CCC3)CCC2	-11	12	6	4	0.9	0.7	6	-8	0.76
COc1ccc(N/C=C(\C#N)c2ccc(OCCCF)cc2)cc1	-13	20	-2	5	-0.8	-0.9	-5	-6	/
O=C(Nc1ccc(N2CCN(Cc3ccccc3)CC2)cc1)c1ccccc1[N+](=O)[O-]	0	6	17	-1	4.2	3.7	-14	-1	-0.19
O=C(COC(=O)/C=C/c1ccc(Br)o1)NCCCN1CCCC1=O	-6	3	5	-8	-1.7	1.7	-9	-23	-0.32
CCc1ccc(-c2nc(NC(=S)NC(=O)c3cccs3)sc2C)cc1	-7	7	5	-1	-0.9	-2.0	1	4	0.16
CC(=O)NNC(=O)c1cc2sccc2s1	-2	3	6	-2	3.0	2.7	-5	7	-0.23
C=CCn1c(=N)c(C(=O)NCCCOC)cc2c(=O)n3cc(C)ccc3nc21	-488	-44	187*	-16	-0.9	0.1	/	-30	0.034
O=C(COC(=O)c1ccccc1Oc1ccccc1)NCc1ccco1	-46	13	5	-7	-0.6	-1.2	-7	-1	-1.7
CC1CN(C(=S)c2cccc([N+](=O)[O-])c2)CC(C)O1 (stereo not drawn)	3	6	32	-1	4.6	-0.1	4	-9	2.5
O=C(O)CC/C(=N\NC(=O)CNC(=O)c1ccc(F)cc1)c1ccccc1	-3	5	7	1	-0.5	-0.3	4	-2	/
COc1ccc(N2CCN(C(=O)c3ccc(C(C)(C)C)cc3)CC2)cc1	6	16	-2	0	1.7	0.1	14	1	0.56
c1cncc(-c2nnc3n2C2(CCCCC2)Cc2ccccc2-3)c1	-8	15	0	2	-0.3	-0.9	-7	-1	4.5*
COc1ccc(OC)c(NC(=O)CCN2CCCC(C)C2)c1 (stereo not drawn)	1	-6	1	5	0.5	-1.0	2	-19	0.21
CCN(CC)c1ccc(CNc2nc3ccccc3n2CCN2CCCCC2)cc1	-6	6	27	-1	-0.3	-4.6	-32	2	-0.61
CC(=O)NC1(C(F)(F)F)N=C(c2ccccc2)NC1=O (stereo not drawn)	-3	12	3	7	0.6	0.6	-25	-1	-0.00068
Cc1ccccc1OCC(=O)NNC(=O)CSc1nc(N)cc(N)n1	0	/	-29	-3	3.2	-0.5	6	-5	-0.25
O=C(CN1CCN(S(=O)(=O)c2ccccc2)CC1)Nc1ccc(Cl)c(Cl)c1	-17	26	-3	23	0.3	5.1	-4	2	-1.6
CN(C)S(=O)(=O)c1ccc(N2CCCC2)c(C(=O)NCc2cccc(C(F)(F)F)c2)c1	-8	15	9	12	0.7	1.5	-4	4	0.018
CCOCCc1c(O)nc(SC)[nH]c1=O	1	8	-4	4	-0.1	-0.5	/	-1	1
CC(=O)Nc1ccc(C(=O)OCc2ccc(F)cc2Cl)cc1	-2	6	23	-3	1.4	-1.0	4	-4	-0.8
CC1=C(C(=O)Nc2ccccc2)C(c2ccco2)C(C#N)=C(SCC(N)=O)N1 (stereo not drawn)	-2	15	1	5	0.3	-3.6	-8	3	0.77
COC(=O)c1ccc(OCCOc2ccc(C(=O)OC)cc2)cc1	-7	-13	-1	7	-0.2	0.2	-12	-5	0.35
CCn1c(COc2ccc(C(C)C)cc2)nnc1SCC(=O)Nc1nccs1	-2	13	0	2	0.1	-0.3	-1	1	0.52
O=C(CSc1nncc(=O)[nH]1)NCc1ccccc1	-2	2	17	-3	0.0	0.1	/	0	0.82
NS(=O)(=O)c1ccc(NC2=CC(c3ccc([N+](=O)[O-])cc3)N(c3ccc(S(N)(=O)=O)cc3)C2=O)cc1 (stereo not drawn)	14	6	30	-12	0.8	-0.3	5	-2	2.5
CCCCCCC(=O)Nc1ccc(C(=O)N/N=C/c2cccnc2)cc1	7	19	1	5	0.6	-2.1	2	1	-0.0074
CCN(CC)c1ccc(/C=C(\C#N)C(=O)NCc2ccccc2)cc1	-14	12	5	8	1.5	4.7	-17	-1	-0.73
COc1ccc2[nH]cc(C(O)CN3CCC(C(N)=O)CC3)c2c1 (stereo not drawn)	15	1	0	-9	0.2	-2.5	8	-5	-0.016
Cc1ccc(-n2c(SCC(=O)O)nc3sc4c(c3c2=O)CCCC4)cc1	-6	3	22	-5	8.5	0.6	7	-10	-1.1
O=C(CC(C(=O)N1CCc2ccccc21)n1ccnc1)NCC1CCCO1 (stereo not drawn)	-6	18	4	0	-0.3	0.4	/	0	0.26
Cc1ccc(C)c(N2C(=O)c3ccc(C(=O)OCC(=O)c4c(N)n(C)c(=O)n(C)c4=O)cc3C2=O)c1	-8	13	1	9	1.4	1.7	/	1	0.31
CC(C)C(NS(=O)(=O)c1cccc2nsnc12)C(=O)Nc1nc2ccc(Cl)cc2s1 (stereo not drawn)	-4	13	2	-2	-0.5	0.0	/	-7	-0.099
CCCn1c(-c2ccc(OC)cc2)nc2nc3ccccc3nc21	-92	10	5	4	0.7	-3.1	/	-1	-1
FC(F)(F)c1cccc(-c2ccc(-c3csnn3)o2)c1	-13	9	-1	2	1.2	1.1	-6	2	0.87
Cc1cccc(N2C(=O)CS/C2=N\NC(=O)c2ccc(Br)cc2)c1C	57*	14	-1	25	0.4	0.4	3	23	7.9*
CCN1C(=O)C(NC(C)=O)c2cc(OC)ccc21 (stereo not drawn)	-5	19	1	8	0.0	-3.4	-2	4	1.1
COc1cc(C=O)ccc1OCCCOc1ccc([N+](=O)[O-])cc1	-13	10	0	8	-0.4	2.3	/	1	-1.4
CCOC(=O)c1sc2nc3c(SCC(=O)O)cc(C(=O)c4ccccc4O)cn3c(=O)c2c1C	-12	5	-7	-2	1.4	-0.6	-12	-2	1.4
C=CCn1c(O)c(N=O)c2ccccc21	2	6	-2	1	-0.3	-1.9	2	-5	-1.6
CC(C)(c1ccccc1)c1ccc(OCC(O)CNC2CCN(Cc3ccccc3)CC2)cc1 (stereo not drawn)	-1	4	3	-3	-3.7	-16	4	-3	1
